Screening data as filed in PubChem.
BAP1 block = inhibitors of BAP1 deubiquitinase, primary screen, biochemical, Ub-AMC fluorescence, kinetic; Ubiquitin carboxyl-terminal hydrolase BAP1 (Homo sapiens), Q92560; recombinant BAP1, Ub-AMC hydrolysis fluorescence kinetic; stronger effect = lower value; activity remaining (% of control), % at 20 µM; 72,000 tested, 0.48% active; AID 436, 2006;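 active = activity remaining at or below 50% of control, provided the compound also passes the data quality filters; inactive = the rest, including low values that fail the filters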;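 also: 100% = DMSO wells rate and 0% = substrate alone blank rate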
Target sequence (Q92560 whole entry, looked up): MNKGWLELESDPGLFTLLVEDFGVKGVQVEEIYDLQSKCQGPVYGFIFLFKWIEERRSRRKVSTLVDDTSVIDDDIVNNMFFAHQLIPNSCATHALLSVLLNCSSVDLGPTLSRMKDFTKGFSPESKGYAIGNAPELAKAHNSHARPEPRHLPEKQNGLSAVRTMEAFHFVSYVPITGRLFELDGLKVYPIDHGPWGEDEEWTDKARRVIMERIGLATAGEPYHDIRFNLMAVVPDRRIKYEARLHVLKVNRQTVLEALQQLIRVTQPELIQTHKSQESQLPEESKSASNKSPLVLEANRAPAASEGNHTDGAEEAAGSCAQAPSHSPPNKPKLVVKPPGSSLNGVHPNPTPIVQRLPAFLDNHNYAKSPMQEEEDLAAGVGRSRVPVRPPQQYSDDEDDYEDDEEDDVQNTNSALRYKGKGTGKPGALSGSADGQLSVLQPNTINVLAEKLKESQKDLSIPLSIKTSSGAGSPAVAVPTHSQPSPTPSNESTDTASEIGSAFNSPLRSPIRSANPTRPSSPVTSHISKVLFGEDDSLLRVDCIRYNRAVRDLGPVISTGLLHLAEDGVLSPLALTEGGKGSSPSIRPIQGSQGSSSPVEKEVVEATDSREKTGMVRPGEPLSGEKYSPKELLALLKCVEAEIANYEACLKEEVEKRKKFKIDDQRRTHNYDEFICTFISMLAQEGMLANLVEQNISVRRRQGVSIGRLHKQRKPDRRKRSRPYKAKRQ
HePTP inhibitor = inhibitors of human HePTP phosphatase, primary screen, biochemical, absorbance, leukemia target | Tyrosine-protein phosphatase non-receptor type 7 (Homo sapiens), P35236 | inhibition, % at 20 µM | 110,000 tested, 0.64% active | recombinant HePTP phosphatase activity, OD absorbance; in the data active = inhibition above about 50%;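 also: plate controls were vehicle for no effect and reference inhibitor for full effect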
Target sequence (P35236 whole entry, looked up): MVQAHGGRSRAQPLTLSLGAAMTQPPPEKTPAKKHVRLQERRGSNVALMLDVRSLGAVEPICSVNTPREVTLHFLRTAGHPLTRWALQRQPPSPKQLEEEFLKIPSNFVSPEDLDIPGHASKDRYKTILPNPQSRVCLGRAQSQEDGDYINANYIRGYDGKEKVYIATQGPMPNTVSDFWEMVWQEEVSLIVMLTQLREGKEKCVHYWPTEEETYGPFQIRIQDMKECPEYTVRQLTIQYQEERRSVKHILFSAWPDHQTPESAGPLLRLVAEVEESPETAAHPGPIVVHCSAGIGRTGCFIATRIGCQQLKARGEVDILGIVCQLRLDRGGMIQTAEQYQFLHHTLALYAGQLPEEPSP
Starred values were filed as active, the others as inactive; · = not tested or not shown; & = joins results of further samples.

SMILES	BAP1 block	HePTP inhibitor
O=C(O)c1cccc(NC(=O)c2ccc3ccccc3n2)c1	·	8
COc1ccc(C2CC(c3ccc(F)cc3)Nc3nc(N)nn32)cc1OC (configuration not stated)	87	10
Cc1nn2c3c(cnc2c1-c1ccccc1)C(=O)CC(c1ccco1)C3 (configuration not stated)	107	8
O=S(=O)(Nc1ccccc1CO)c1ccccc1	·	1
CC(C)c1ccc(NC(=O)Cc2cccc3ccccc23)cc1	·	-1
COc1cc(/C=N\NC(=O)c2c(C)nc3ccc(Cl)cn23)cc(OC)c1OC	·	-19
COC(=O)Nc1ccc(Oc2ccccc2)cc1	100	0
CC1CCc2c(sc(NC(=O)/C=C/c3ccccc3)c2C(N)=O)C1 (configuration not stated)	·	10
COc1ccccc1Cc1noc(-c2ccc(I)cc2)n1	·	-6
CCN1CCCC1CNC1=NCCCCC1 (configuration not stated)	113	8
O=C(O)c1ccc(NS(=O)(=O)c2ccc(Cl)cc2)cc1	152	2
Oc1ccccc1/C=N/n1c(-c2ccccc2)n[nH]c1=S	·	7
c1ccc(CCNc2ncnc3c2cnn3-c2ccccc2)cc1	110	·
COc1cc2nc(-c3cccs3)oc(=O)c2cc1OC	208	6
CCCCOC(=O)c1cccc(NC(=O)c2cccc(Br)c2)c1	·	5
O=C(O)CCC(=O)N(CCc1ccccc1)C1CC(=O)N(c2ccc(Cl)cc2)C1=O (configuration not stated)	·	2
N#C/C(=C/c1ccc(C(=O)O)cc1)C(=O)Nc1cccc(Br)c1	·	32
O=C1c2cccnc2C(=O)N1CO	123	2
CCN(CC)c1ccc(C2C(C(=O)OCCOC(C)C)=C(C)NC3=C2C(=O)CCC3)cc1 (configuration not stated)	83	-8
Cc1ccc(NC(=O)c2ccccc2[N+](=O)[O-])cc1	·	0
CCOC(=O)c1c(NC(=O)Cc2ccccc2)sc(C(=O)N2CCCCC2)c1C	·	10
Nc1nnc(SCC(=O)N2CCc3ccccc3C2)s1	·	-10
CS(=O)(=O)NCc1nnc(SCC(=O)NC2CCCCC2)n1-c1ccc(F)cc1	112	8
O=C(/C=C/c1ccccc1)NC(=S)Nc1ccc2oc(-c3cccnc3)nc2c1	·	4
CCCCCC(=O)Nc1ccccc1N1CCN(c2ccccc2)CC1	72	8

The last 6 entries of the part above open the next one:
SMILES	BAP1 block	HePTP inhibitor
Cc1ccc(NC(=O)c2ccccc2[N+](=O)[O-])cc1	·	0
CCOC(=O)c1c(NC(=O)Cc2ccccc2)sc(C(=O)N2CCCCC2)c1C	·	10
Nc1nnc(SCC(=O)N2CCc3ccccc3C2)s1	·	-10
CS(=O)(=O)NCc1nnc(SCC(=O)NC2CCCCC2)n1-c1ccc(F)cc1	112	8
O=C(/C=C/c1ccccc1)NC(=S)Nc1ccc2oc(-c3cccnc3)nc2c1	·	4
CCCCCC(=O)Nc1ccccc1N1CCN(c2ccccc2)CC1	72	8
O=[N+]([O-])c1ccc(C=NCC2OCCc3ccccc32)cc1 (configuration not stated)	·	-14
CCCC(C(=O)NCc1ccco1)N(C(=O)CNS(=O)(=O)c1ccccc1)C1CCCC1 (configuration not stated)	116	13
Fc1cccc(-c2cc3nc4c(c(N5CCN(c6cnccn6)CC5)n3n2)CCCC4)c1	66	14
O=C1/C(=C/c2c(Cl)cccc2Cl)SC(=S)N1CC1CCCO1 (configuration not stated)	·	-1
Cc1ccc(NC(=O)c2ccco2)c(NC(=O)CN2C(=O)c3ccccc3C2=O)c1	116	-8
N#CCNC(=O)c1ccccc1Br	131	·
CCC1C2CN(C(C)=O)CC=C2C(C#N)=C(N)C1(C#N)C#N (configuration not stated)	93	4
CCOC(=O)CSc1nc2nc(C)cc(C)n2n1	94	4
CC(=O)c1cccc(NC(=O)CC2S/C(=N\N=C\c3cccs3)NC2=O)c1 (configuration not stated)	·	19
c1ccc(CN2CCC(N3CCN(C4CCCCC4)CC3)CC2)cc1	·	-12
COC(=O)c1cccc(NC(=O)c2ccc[n+]([O-])c2)c1	·	6
Cc1c(C#N)sc2nc(-c3ccccc3)nc(/N=C/N(C)C)c12	·	8
CCCCOc1ccc(-c2nnn(CC(=O)NCc3ccco3)n2)cc1	88	-1
CSCC[C@H](NC(=O)OC(C)(C)C)c1nnc(SCC(N)=O)o1	97	9
O=C(CSc1nnnn1C1CCCC1)N1CCCc2ccccc21	99	15
CCCN1C2CCCC1CC(NC(=O)Nc1cccc(C(C)=O)c1)C2 (configuration not stated)	94	-11
COCCNC(=O)Cc1ccc(Br)cc1	97	0&4
CCN(CC)c1ccc(C2Nc3cccc4cccc(c34)N2)c(O)c1	54	7
COc1ccc(N2C(=O)C(Cl)=C(N3CCN(Cc4ccccc4)CC3)C2=O)cc1	110	17
COc1ccc(C2C(C(=O)OC(C)C)=C(C)N=c3s/c(=C\c4ccc(C)o4)c(=O)n32)cc1 (configuration not stated)	·	5
CCOC(=O)/C=C1\SCC(=O)N1CCOc1cccc(Br)c1	·	-2
Cn1cc(C(=O)NC2CCCCCCC2)c(=O)c2cc(S(=O)(=O)N3CCCC3)ccc21	72	2
C=CCn1c(=N)c(C(=O)NCCCOC)cc2c(=O)n3ccccc3nc21	·	10
CCOC(=O)C1=C(C)OC(N)=C(C#N)C1c1c(C)nn(-c2ccc(C)cc2)c1Cl (configuration not stated)	76	-5
CC1(C(=O)Nc2nccs2)Cc2ccccc2C(=O)O1 (configuration not stated)	143	1

Fetched one by one from the entries so far:
SMILES	BAP1 block	HePTP inhibitor
COc1ccc(C2C(C(=O)OC(C)C)=C(C)N=c3s/c(=C\c4ccc(C)o4)c(=O)n32)cc1 (configuration not stated)	·	5
C=CCn1c(=N)c(C(=O)NCCCOC)cc2c(=O)n3ccccc3nc21	·	10
CCOC(=O)C1=C(C)OC(N)=C(C#N)C1c1c(C)nn(-c2ccc(C)cc2)c1Cl (configuration not stated)	76	-5

Profiles, looked up by structure. Screens in order: BAP1 block	HePTP inhibitor
Record of O=[N+]([O-])c1ccc(C=NCC2OCCc3ccccc32)cc1 (configuration not stated) = ·	-14
Record of CCCCOc1ccc(-c2nnn(CC(=O)NCc3ccco3)n2)cc1 = 88	-1

The list goes on.
SMILES	BAP1 block	HePTP inhibitor
CCC(=O)N1CCc2cc(Br)cc(S(=O)(=O)CCC(=O)NCc3ccco3)c21	·	3
Cc1ccc(C)c2[nH]c(=O)c(CCNC(=O)c3ccc4c(c3)OCO4)cc12	93	·
Cc1csc(NC(=O)CNS(=O)(=O)c2cccs2)n1	·	4
Cc1ccc(NS(=O)(=O)c2cc(Cl)ccc2Cl)c([N+](=O)[O-])c1	·	-14
COCCCNC(=O)c1ccc(CS(=O)(=O)c2ccc(OC)cc2)o1	87	8
O=[N+]([O-])c1ccc(C=Nc2ccc(Cl)c([N+](=O)[O-])c2)s1	·	-4
COc1ccccc1-c1noc(CCC(=O)Nc2cccc(C(F)(F)F)c2)n1	82	5
O=C(NCc1cccnc1)c1cc(-c2ccco2)on1	96	-3
Cc1cc(NC(=O)c2cc3nc4c(c(C(F)(F)F)n3n2)CCc2ccccc2-4)no1	72	2
Cc1ccc(C(=O)N(CN2CCCC2=O)c2ccc(F)cc2)cc1C	97	10
Cc1cc(OCC(=O)Nc2c(C)cccc2C)ccc1Cl	·	4
COC(=O)c1ccc(OCC(=O)Nc2ncccn2)cc1	·	-4
Cc1ccc(-c2csc(NC(=O)c3ccc([N+](=O)[O-])c(C)c3)n2)cc1	·	-5
O=C1C(=O)N(Cc2ccc(Cc3ccc(CN4C(=O)C(=O)c5ccccc54)cc3)cc2)c2ccccc21	105	·
Cc1cc(C)cc(NC(=O)CCC(=O)O)c1	·	3
Cc1cccc(NC(=O)CSc2nnc(CSc3nc(C)cc(C)n3)o2)c1	120	-3
COC(=O)C1=C(C)Nc2nc(-c3ccccc3)nn2C1c1ccc(C)o1 (configuration not stated)	90	6
O=C(NCc1ccco1)C(NS(=O)(=O)c1cccc2nsnc12)c1ccccc1 (configuration not stated)	95	-3
Cc1ccc(-c2nnc(-c3ccccc3)o2)cc1Br	66	11
O=C(Nc1ccc2c(c1)OCO2)c1cc2ncc(Br)cn2n1	·	17
Cc1ccc(C(c2nnnn2CS(=O)(=O)c2ccc(C)cc2)N2CCC(C(N)=O)CC2)cc1 (configuration not stated)	96	1
Cn1c(=O)c(=O)n(C)c2cc(S(=O)(=O)N3CCCCCC3)ccc21	94	4
COc1ccc(C(NC(=O)Cc2ccccc2)NC(=O)Cc2ccccc2)cc1	·	4
CN(Cc1cc2ccccc2[nH]c1=O)C(=O)C1CCCCC1	91	1
COC(=O)c1c(-c2cc(C)ccc2C)csc1N	·	-5

New compounds follow
SMILES	BAP1 block	HePTP inhibitor
COc1ccc(OCCOC(=O)c2cccc(-n3cnnn3)c2)cc1	84	7
CC(C)(C)C(=O)/C=C(\N)c1ccncc1	86	1
O=C(c1ccccc1F)N1CCN(c2ccc([N+](=O)[O-])c3ncccc23)CC1	·	1
CC(=O)N1CCN(S(=O)(=O)c2ccc(S(=O)(=O)NC3CC3)cc2)CC1	103	15
COc1cc(CNc2cccc(C)c2)cc(OC)c1OC	·	1
N#Cc1sc2nc(C3CC3)cc(-c3ccc(F)cc3)c2c1N	·	6
OCCN1CCN(CC(O)COc2ccc3ccccc3c2)CC1 (configuration not stated)	106	-4
COc1cc(OC)cc(C(=O)N2CCN(Cc3ccc([N+](=O)[O-])cc3)CC2)c1	·	-2
CNC(=O)Cn1c(=O)n(C)c2ccccc21	126	2
O=C(O)c1cc2nc(-c3ccccc3)cc(-c3ccccc3)n2n1	·	6
O=C(O)CCOc1ccc2c(c1)OCCO2	116	5
COc1ccc(/C=C/C(=O)c2cccc(Br)c2)cc1OC	·	-3
O=C(CSc1nnc(-c2cccnc2)o1)c1cc2ccccc2oc1=O	101	3
O=C(Oc1ccc([N+](=O)[O-])cc1)c1ccc(-c2ccccc2)cc1	·	2
O=C(CC1C(=O)NCCN1C(=O)Nc1ccccc1)Nc1ccc2c(c1)OCCO2 (configuration not stated)	89	5
O=c1oc2ccccc2cc1-c1nnc(-c2ccccc2)o1	380	·
C=CCN1C(=O)/C(=C\c2cc(Br)ccc2OCCOc2cccc(OC)c2)SC1=S	·	4
COc1cc(NC(=O)C2CCCN(S(=O)(=O)c3cnc[nH]3)C2)cc(OC)c1 (configuration not stated)	103	-2
Cn1c(Sc2nc3ccccc3n2C)nc2ccccc21	81	12
O=C(Nc1ccccc1F)C1C2C=CC3(O2)C1C(=O)N(c1cccnc1)C3C(=O)NC1CCCCC1 (configuration not stated)	93	5
O=C(O)C1CCCCC1C(=O)Nc1ccc2c(c1)CCC2 (configuration not stated)	177	7
CCOC(=O)CP(=O)(c1ccc(Cl)cc1)c1ccc(Cl)cc1	·	-2
Cc1cccc(N2C(=O)NC(=O)/C(=C/c3ccccc3C)C2=O)c1	·	7
COc1ccccc1NS(=O)(=O)c1ccc(C)c(C(=O)NCC2CCCO2)c1 (configuration not stated)	116	9
CC(=O)N1CCC(N(CCN2CCOCC2)C(=O)Nc2ccc(Cl)c(Cl)c2)CC1	89	2

A different layout for 4 compounds above.
molecule | BAP1 block | HePTP inhibitor
O=C(O)CCOc1ccc2c(c1)OCCO2 | 116 | 5
COc1ccc(/C=C/C(=O)c2cccc(Br)c2)cc1OC | · | -3
O=C(CSc1nnc(-c2cccnc2)o1)c1cc2ccccc2oc1=O | 101 | 3
O=C(Oc1ccc([N+](=O)[O-])cc1)c1ccc(-c2ccccc2)cc1 | · | 2

Remaining list, next part:
SMILES	BAP1 block	HePTP inhibitor
C=CCN1C(=O)C(O)(CC(=O)c2ccc(N)cc2)c2ccccc21 (configuration not stated)	·	12
Brc1ccc(/C=N/Nc2cc(N3CCOCC3)nc(N3CCOCC3)n2)cc1	·	4
COC(=O)c1ccc(NC(=O)c2ccc(N(C)S(C)(=O)=O)cc2)cc1	121	0
CC1(C)Cc2ccccc2C(CC2=NC(C)(C)Cc3ccccc32)=N1	108	·
CCN(CC)CCN1C(=O)C2C3c4ccccc4C(c4ccccc43)C2C1=O (configuration not stated)	96	10&8
CCOc1ccc(-c2nnc(-c3ccco3)o2)cc1	91	-3&7
Cc1ccc(/C=N/c2sc3c(c2C#N)CCCCC3)o1	86	3
O=C(Nc1nc(-c2ccc(Cl)cc2)cs1)c1cccs1	·	3
CCc1ccc(OCc2nnc(SCCN3CCOCC3)n2CC)cc1	105	6
CC(=O)Nc1ccc(S(=O)(=O)Nc2ccc(C(=O)Nc3nccs3)cc2)cc1	·	5
O=C(N/N=C/c1ccc(Br)cc1)c1cc(=O)[nH]c2ccccc12	·	-7
Cc1cc(OCC(=O)N2CCCC2)cc(C)c1Cl	132	10
CCOc1ccc2nc(SC3CC(=O)N(c4cccc(OC)c4)C3=O)sc2c1 (configuration not stated)	·	5
CC(NC(=O)CCNS(=O)(=O)c1ccc2c(c1)c(=O)n(C)c(=O)n2C)c1ccccc1 (configuration not stated)	108	0
O=C(Cc1cccc2ccccc12)N/N=C/c1cc(I)cc(I)c1O	·	-18
Cc1ccc2nc(NC(=O)C3CCCO3)sc2c1 (configuration not stated)	·	5
CCC(OC(=O)c1cccs1)C(=O)NCc1ccco1 (configuration not stated)	105	-4
O=C(CN1C(=O)c2cccc3cccc1c23)Nc1ccccc1C(=O)NCc1ccco1	68	10
Cc1nnc2sc(-c3cccc4ccccc34)nn12	·	-1
CCN(CC)CCNC(=O)c1cc2c(-c3ccc(Cl)cc3)nn(C)c2s1	90	0
COCCOC(=O)C1=C(C)NC(=O)NC1c1c(F)cccc1Cl (configuration not stated)	92	0
